Assay outcomes as filed in PubChem.
PG9 Ab binder – binders of HIV-1 gp120 antibody PG9, primary screen, biochemical, TR-FRET; HIV-1 gp120 / PG9 antibody interaction; TR-FRET gp120-PG9 antibody binding; inhibition, % at 6.7 µM; 360,000 tested, 0.43% active; AID 624416, 2012; in the data active = inhibition above about 8.5%
mABHD4 FP – ABHD4 inhibitors, primary screen, biochemical, fluorescence polarization, mouse; 370,000 tested, 0.54% active; (Lyso)-N-acylphosphatidylethanolamine lipase (Mus musculus), Q8VD66; AID 720543, 2013; purified mABHD4, FP-Rh probe fluorescence polarization; inhibition, % at 8.92 µM;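 active = inhibition exceeding the mean over every tested compound plus 3 SD, cut at about 30% in these data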;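 note: 0% = plate median of compound wells and 100% = S159A mutant with DMSO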
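system = mouse ABHD4 enzyme, wild type | medium = HEPES pH 7.0, NaCl, Pluronic buffer | also added = FP-Rh probe | incubation = Enzyme–compound pre-incubation 45 min, then probe 60 min, both 25 °C | technique = fluorescence polarization, excitation 525 nm, emission 598 nm, BODIPY TMR filters | controls = S159A mutant high control, sample median low control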
SIAE primary – human SIAE inhibitors, primary screen, biochemical, fluorescence polarization, FP-Rh probe, 1536-well HTS; 370,000 tested, 0.69% active; SIAE FP-Rh probe binding; Sialate O-acetylesterase (Homo sapiens), Q9HAT2; inhibition, % at 9.66 µM;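 active = inhibition above a cutoff: mean of compounds within the control limits plus 3 SD of those, cut at about 17% in these data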;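 note: 0% = plate median of compound wells and 100% = probe without SIAE protein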
Target sequence (Q9HAT2 whole entry, looked up): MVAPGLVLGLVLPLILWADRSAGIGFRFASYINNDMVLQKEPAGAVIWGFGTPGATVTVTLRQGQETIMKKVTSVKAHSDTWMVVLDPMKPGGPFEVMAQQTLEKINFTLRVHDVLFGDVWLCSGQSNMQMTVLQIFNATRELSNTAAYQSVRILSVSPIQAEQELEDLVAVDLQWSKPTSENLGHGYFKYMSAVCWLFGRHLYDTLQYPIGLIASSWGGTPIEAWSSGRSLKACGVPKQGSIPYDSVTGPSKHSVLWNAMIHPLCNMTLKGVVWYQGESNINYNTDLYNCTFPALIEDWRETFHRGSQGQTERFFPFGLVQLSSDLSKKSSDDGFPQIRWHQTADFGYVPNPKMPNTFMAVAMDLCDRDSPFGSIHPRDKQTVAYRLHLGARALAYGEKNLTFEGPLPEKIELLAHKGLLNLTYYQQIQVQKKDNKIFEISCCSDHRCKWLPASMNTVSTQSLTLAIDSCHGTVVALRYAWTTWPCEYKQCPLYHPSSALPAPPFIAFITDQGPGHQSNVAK
rCAG binder – binders of r(CAG) RNA repeats, primary screen, biochemical, fluorescence; r(CAG) RNA repeat, TO-PRO-1 dye displacement fluorescence; inhibition, % at 3 µM; 370,000 tested, 1.3% active; AID 651821, 2012;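 active = inhibition above the plate cutoff, the mean of all test compounds on that plate plus 3 SD, cut at about 35% in these data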;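 note: 0% = DMSO alone and 100% = 100 µM mitoxantrone as full dye displacement; higher means more dye released from RNA so lower well fluorescence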
TDP2 inh – human TDP2 enzyme inhibitors, primary screen, biochemical, epi absorbance, recombinant enzyme; Tyrosyl-DNA phosphodiesterase 2 (Homo sapiens), O95551; T5PNP hydrolysis, p-nitrophenol absorbance 415 nm; inhibition, % at 12.8 µM; 370,000 tested, 0.34% active; AID 720702, 2013;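 active = inhibition above the mean of all tested compounds plus 3 SD, set per campaign, cut at about 25% in these data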;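 note: 0% = DMSO with enzyme and 100% = buffer with substrate but no TDP2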
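Assay system: recombinant human TDP2 / Reagent: T5PNP substrate at 5 mM, a TopII-DNA adduct mimic / Measured by: epi absorbance from released p-nitrophenol / Evaluation: % inhibition relative to enzyme-containing and enzyme-free wells / Control set: enzyme-free and DMSO wells / Replicates: each compound tested once, singlicate / Schedule: enzyme reaction with compound for 2 h at 37 °C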
TCR CD3 inh – inhibitors of human TCR-CD3 interaction, primary screen, biochemical, fluorescence, TAMRA-labeled TCR probe | T-cell receptor (TCR) | inhibition, % at 9.4 µM | 360,000 tested, 0.37% active; in the data active = inhibition above about 19%;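 note: recombinant mutant TCR 2C K166C tagged with TAMRA read by polarization; 0% = receptor in buffer alone and 100% = receptor with positive control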
LEDGF integ inh – blockers of LEDGF/p75-dependent integrase strand transfer – biochemical, TR-FRET, high throughput, primary screen; 370,000 tested, 0.64% active; TR-FRET IN-LEDGF/p75 DNA integration, Eu/Cy5; inhibition, % at 3.7 µM; HIV-1 integrase (with human LEDGF/p75); AID 743269, 2014;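 active = inhibition above the screen-wide mean plus 3 SD, cut at about 13% in these data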;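 note: signal is the Cy5 over europium emission ratio at 671 and 618 nm; 0% = plate median of compound wells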
PRMT1 inh – PRMT1 methyltransferase inhibitors, primary screen, biochemical, fluorescence polarization; recombinant PRMT1, activity-based probe fluorescence polarization; AID 652257, 2013; 370,000 tested, 1.3% active; Protein arginine N-methyltransferase 1 (Homo sapiens), Q99873; inhibition, % at 2.79 µM;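 active = inhibition above about 21% made by adding two undisclosed values, limit read from the data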
HTRA1 inh – HTRA1 serine protease inhibitors, primary screen, biochemical, fluorescence polarization, HTS | 340,000 tested, 0.5% active | inhibition, % at 5.96 µM | Q92743 | recombinant HTRA1, FP-rhodamine activity-based probe; in the data active = inhibition above about 36%;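 note: 0% = enzyme with DMSO and 100% = wells lacking enzyme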
NR1D1 modulator – modulators of Rev-erb alpha DNA binding, primary screen, biochemical, FITC-DNA, fluorescence polarization, uHTS; Nuclear receptor subfamily 1 group D member 1 (Homo sapiens), P20393; Rev-erbα–FITC-DNA binding, 90 min; activity, % at 10 µM; 370,000 tested, 0.79% active; AID 1259318, 2017;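 active = activity above about 14%, limit read from the data; passing the limit was not always enough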;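 note: 0% = DMSO wells with 35 nM protein and 100% = DMSO wells with 750 nM protein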
Target sequence (P20393 whole entry, looked up): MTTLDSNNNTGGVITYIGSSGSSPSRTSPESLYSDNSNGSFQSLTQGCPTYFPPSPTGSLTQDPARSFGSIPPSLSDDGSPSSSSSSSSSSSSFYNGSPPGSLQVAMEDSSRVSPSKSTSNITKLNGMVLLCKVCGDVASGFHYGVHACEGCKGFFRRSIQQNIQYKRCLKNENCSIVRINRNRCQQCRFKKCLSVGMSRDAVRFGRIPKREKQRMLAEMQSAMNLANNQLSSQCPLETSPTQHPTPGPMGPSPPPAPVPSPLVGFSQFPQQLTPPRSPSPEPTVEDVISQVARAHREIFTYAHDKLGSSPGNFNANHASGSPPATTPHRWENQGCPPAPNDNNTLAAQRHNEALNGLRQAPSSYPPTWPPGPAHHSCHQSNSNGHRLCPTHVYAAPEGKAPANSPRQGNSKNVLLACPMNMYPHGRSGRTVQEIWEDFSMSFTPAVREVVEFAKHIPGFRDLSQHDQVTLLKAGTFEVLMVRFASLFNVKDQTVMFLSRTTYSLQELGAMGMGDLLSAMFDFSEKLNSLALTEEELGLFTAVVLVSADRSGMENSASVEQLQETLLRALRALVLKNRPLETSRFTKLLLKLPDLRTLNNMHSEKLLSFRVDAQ
* hit, by the source's call; nt = not tested or not shown.

SMILES | PG9 Ab binder | mABHD4 FP | SIAE primary | rCAG binder | TDP2 inh | TCR CD3 inh | LEDGF integ inh | PRMT1 inh | HTRA1 inh | NR1D1 modulator
Cn1cccc1C(=O)OCC(=O)NC1CCS(=O)(=O)C1 (stereo not given) | 1.8 | 6 | -5 | 1 | 1 | -6 | -6 | 6 | 1 | 2
COc1cccc(CC2(CO)CCCN(Cc3ccc(-c4ccco4)cc3)C2)c1 (stereo not given) | -0.4 | 1 | -4 | -5 | 9 | 5 | 2 | -2 | -30 | 3
CCOc1ccccc1OCCCC(=O)NNC(=O)c1nn(C)c(=O)c2ccccc12 | -0.2 | 1 | 6 | 0 | -7 | 3 | -1 | -2 | 2 | -5
COc1ccccc1NC(=O)c1ccc2nc(N3C(=O)CCC3=O)sc2c1 | -2.3 | -5 | -19 | 8 | 0 | 3 | 5 | 2 | -22 | 10
Cc1ccc(CCNC(=O)CN2C(=O)COc3ccc(S(=O)(=O)N4CCOCC4)cc32)cc1 | -1.4 | -4 | 3 | -2 | 3 | -2 | 3 | 0 | 4 | 4
Cn1c(-c2ccccc2)c(C=O)c2ccccc21 | -0.8 | 2 | -3 | -5 | -8 | 6 | 1 | -5 | 4 | 1
O=C1C(=O)N(Cc2cccnc2)C(c2cccc([N+](=O)[O-])c2)/C1=C(/O)c1ccc2c(c1)OCO2 (stereo not given) | -0.6 | -5 | 3 | 0 | -2 | 5 | -1 | 5 | 2 | -4
CCOC(=O)c1c(C)c(C(=O)Nc2ccccc2)c(C)n1CC | -2.7 | -4 | -1 | -1 | 15 | 2 | 0 | -2 | -5 | -7
Cc1cccc(C)c1Cn1c(C)c(C(=O)NCc2ccc([N+](=O)[O-])cc2)sc1=O | -0.7 | -16 | -9 | 4 | -5 | 5 | 10 | -4 | nt | 4
C/C(=N\NC(=S)Nc1ccccc1C)c1cc2ccccc2o1 | -1.3 | 8 | 16 | 9 | 10 | 0 | 4 | -1 | -4 | -1
CCCc1nnc(SCC(=O)N2CCCC2)n1Cc1ccco1 | 0.1 | -1 | 0 | 2 | 4 | -3 | 3 | 1 | 2 | -3
Cc1cc(N=Cc2cc(Cl)ccc2O)no1 | -0.5 | 1 | 1 | 1 | -10 | -2 | 4 | -2 | 5 | -5
Cn1cc(Br)c(C(=O)NNC(=O)c2cccc(Br)c2)n1 | -5.1 | 4 | 4 | 0 | 6 | 4 | 8 | -3 | 3 | -2
Cn1c(O)c(C=NCCCCCC(=O)O)c(=O)n(C)c1=O | 0.0 | 8 | -6 | -1 | 15 | -9 | -3 | 6 | 1 | 1
CCC(C)C(CO)NCCCn1cnc2c(OCc3ccccc3)ncnc21 (stereo not given) | -3.2 | 3 | 2 | -1 | 3 | -10 | -3 | 6 | 5 | 4
Cc1ccnc(N/C=C(/NC(=O)c2ccccc2)C(=O)N/N=C\c2ccc(Cl)cc2)n1 | -2.1 | 5 | 5 | 5 | -12 | 0 | 0 | 0 | -5 | 3
N/C(=N\OC(=O)c1ccc(Cl)cc1Cl)c1ccncc1 | -1.8 | -1 | -7 | -5 | 0 | -10 | -1 | 2 | 4 | -2
CCOc1cc(N2CCOCC2)c(OCC)cc1NC(=O)CN1C(=O)NC2(CCCCC2C)C1=O (stereo not given) | -0.9 | 8 | 14 | -6 | 13 | -7 | -2 | 3 | 6 | -1
O=C1[C@@H]2Cc3c([nH]c4ccccc34)C(c3cccc(Br)c3)N2C(=O)CN1C1CCN(Cc2ccccc2)CC1 (stereo not given in full) | -1.4 | -1 | -6 | 9 | -6 | 5 | -1 | 0 | -37 | -2
COc1cc(/C=C2\SC(=S)N(CCC(=O)Nc3ccccc3)C2=O)cc(OC)c1OC | 1.1 | -6 | -5 | 9 | 5 | 2 | 0 | 2 | -6 | -2
COc1ccccc1Oc1ccc(N/C=C/C(=O)c2ccc(C)o2)cc1 | -2.6 | -6 | 5 | -1 | -11 | 2 | -3 | -3 | -34 | 1
Cc1ccc2c(C)c(C(=O)N(C)C(C)c3ccon3)oc2c1C (stereo not given) | 0.1 | 3 | 1 | -8 | -5 | 6 | -2 | 1 | 0 | 5
O=C(C[n+]1ccccc1)Nc1cc(C(F)(F)F)ccc1Cl | 1.1 | -3 | 0 | 0 | 1 | -7 | 1 | 1 | 2 | 2
CCOC(=O)[C@H]1[C@H]2COc3ccccc3[C@@H]2N2C(=O)CNC(=O)[C@@]12C | -0.9 | -8 | -3 | 0 | -20 | -4 | -3 | -3 | -1 | -1
Cc1ccc(CCNC(=O)C2CCCN(C(=O)c3cc4sccc4n3C)C2)cc1 (stereo not given) | -1.5 | -3 | 1 | -4 | -3 | -3 | 2 | 5 | -11 | -3
O=C(COC(=O)/C=C/c1ccccc1)NCCNC(=O)COC(=O)/C=C/c1ccccc1 | -1.7 | 2 | 4 | -6 | 17 | 4 | -1 | -3 | -5 | -3
Cc1cc(C(=O)Nc2cccc3ncccc23)no1 | 0.3 | 8 | 4 | 0 | 9 | -4 | 2 | -4 | 4 | -5
Cc1cccc(/C=C2\Sc3ccc(C(=O)N4CCC(C)CC4)cc3N(C)C2=O)c1 | -0.6 | 6 | -2 | 2 | 3 | 2 | -3 | 2 | -46 | 2
Cc1ccc(C)c(S(=O)(=O)N2CCN(CC(=O)Nc3ccc4c(c3)OCCO4)CC2)c1 | -1.4 | 8 | 4 | -5 | 12 | 5 | 1 | 1 | -5 | 9
O=[N+]([O-])c1nn(-c2ccc3c(c2)OCCO3)n(O)c1=Nc1ccccc1 | -1.4 | 9 | 7 | 5 | 3 | 6 | -2 | -1 | 8 | 5
CC(Oc1cccc(Cl)c1)C(=O)Nc1ccccc1N1CCCC1 (stereo not given) | 0.3 | -1 | 7 | -3 | -1 | -4 | 1 | 1 | -11 | -6
O=C(CCc1nnc(Cc2cccc(C(F)(F)F)c2)o1)NCC(F)(F)F | -0.7 | -3 | -1 | -4 | 3 | 7 | -1 | -1 | 2 | 3
COc1ccc(NC(=O)Cn2nnc(-c3ccccc3F)n2)cc1Cl | -0.5 | 0 | -3 | 5 | 1 | -1 | -1 | 1 | -4 | -3
CCOC(=O)c1c(NC(=O)c2cccs2)sc(C(=O)N2CCOCC2)c1C | 1.5 | -2 | 4 | -1 | -8 | 1 | -3 | -3 | 1 | 0
CSc1nnc(Cc2sc(-c3ccccc3)nc2-c2ccccc2)o1 | 2.2 | -20 | -7 | -5 | 14 | 4 | 0 | -2 | -41 | -2
Cc1ccc(N(CC(=O)NC(C)c2ccccc2)S(=O)(=O)c2cccs2)cc1 (stereo not given) | -1.6 | 12 | -4 | -2 | -12 | 6 | 2 | 2 | -1 | -1

Structural class, the compounds so far with bromine
SMILES | PG9 Ab binder | mABHD4 FP | SIAE primary | rCAG binder | TDP2 inh | TCR CD3 inh | LEDGF integ inh | PRMT1 inh | HTRA1 inh | NR1D1 modulator
Cn1cc(Br)c(C(=O)NNC(=O)c2cccc(Br)c2)n1 | -5.1 | 4 | 4 | 0 | 6 | 4 | 8 | -3 | 3 | -2
O=C1[C@@H]2Cc3c([nH]c4ccccc34)C(c3cccc(Br)c3)N2C(=O)CN1C1CCN(Cc2ccccc2)CC1 (stereo not given in full) | -1.4 | -1 | -6 | 9 | -6 | 5 | -1 | 0 | -37 | -2

More entries:
SMILES | PG9 Ab binder | mABHD4 FP | SIAE primary | rCAG binder | TDP2 inh | TCR CD3 inh | LEDGF integ inh | PRMT1 inh | HTRA1 inh | NR1D1 modulator
CCC(=O)NNC(=O)Cc1c(C)n(C(=O)c2ccc(Cl)cc2)c2ccc(OC)cc12 | -0.4 | -9 | -8 | 3 | -19 | -12 | 3 | -1 | 3 | 0
CS(=O)(=O)Nc1ccc(C(=O)NCc2ccccn2)cc1 | -1.3 | -2 | 1 | 3 | 1 | -4 | 1 | 1 | 1 | 2
COc1ccc(Cl)cc1NC(=O)N1CCN(CCc2ccccc2)CC1 | -0.4 | -1 | -4 | -10 | 3 | -1 | -3 | 0 | 0 | -2
COc1ccc(/C=N/NC(=O)CSc2n[nH]c(=O)[nH]c2=O)cc1 | -2.8 | -3 | 7 | 2 | 2 | 6 | -2 | -3 | -4 | -4
Cc1ccnc(SCC(=O)c2ccc(Br)cc2)c1C#N | 0.7 | -1 | 2 | 4 | 6 | -9 | 2 | 4 | -9 | 1
CC(C)(C)C(=O)c1cn(CC(=O)O)c2ccccc12 | 0.3 | 3 | -1 | -5 | -2 | 2 | 6 | -1 | -1 | -3
CCN(CC)S(=O)(=O)c1cccc(C(=O)OC2CC(C)OC2=O)c1 (stereo not given) | 0.8 | -3 | 17* | -2 | 3 | 3 | 2 | 3 | 1 | -2
CC(=O)O/N=C(\N)c1cnn2c(C(F)(F)F)cc(C(F)(F)F)nc12 | -1.0 | -2 | 9 | 0 | -2 | 3 | 2 | 0 | 8 | 7
COc1ccc(NC(=O)C2CCC(CNS(=O)(=O)c3cccs3)CC2)cc1OC (stereo not given) | -2.2 | -3 | 1 | -3 | 6 | 1 | 0 | -1 | 1 | -2
CCOc1ccccc1NC(=O)C1CCN(S(=O)(=O)c2c(C)nn(C)c2C)CC1 | 0.1 | -2 | -12 | 2 | -2 | -1 | 1 | -7 | 0 | 2
COc1ccc(NC(=S)NCCc2c[nH]c3ccccc23)cc1 | -4.8 | 0 | -4 | 3 | -11 | 7 | 0 | 3 | -2 | 3
CS(=O)(=O)/C(C#N)=C/c1cccn1S(=O)(=O)c1ccc([N+](=O)[O-])cc1 | 0.4 | 5 | 7 | 5 | -6 | -2 | 5 | 0 | nt | -2
COC(=O)[C@]1(Cc2ccccc2)N[C@H](CN(C)C(=O)COc2ccccc2)[C@@H]2C(=O)N(Cc3ccccc3)C(=O)[C@@H]21 | 1.1 | -5 | 8 | 2 | -4 | -4 | 4 | -2 | -5 | 4
CC1=C(C(=O)OC2CCCCC2)C(c2ccccc2Br)NC(=O)N1 (stereo not given) | 0.0 | -6 | 3 | -5 | -5 | 8 | 7 | -4 | -9 | 15*
NC(=O)C1Cc2ccccc2CN1S(=O)(=O)c1cccs1 (stereo not given) | 1.4 | 2 | 1 | 1 | -3 | 3 | -1 | 1 | -3 | -1
CCN1C(=O)C(CC(=O)Nc2ccc(F)cc2)N(Cc2cccs2)C1=S (stereo not given) | -1.3 | -10 | -3 | 1 | 3 | 2 | 4 | -1 | -13 | 2
Cc1ccc(Nc2nc(CSc3nnc(-c4cccnc4)n3-c3ccccc3C)cs2)cc1 | -2.8 | 4 | 12 | -1 | 1 | 2 | 5 | 2 | -20 | 1

An excerpt; rates above refer to the full screens.
